High-throughput results as filed in PubChem BioAssay.
POLK inh – blocks human DNA polymerase kappa activity; Q9UBT6; purified Pol kappa, fluorescent DNA synthesis assay, 10 min; Potency, µM (top dose mostly 107 µM), for inactives: top-dose activity, negative = inhibition, hits mostly inhibitors; 400,000 tested, 0.53% active; also: potency is read from the fitted curve at half-maximal effect; % is scaled to controls: 0 for no effect and ±100 for the full control effect
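50 nM final substrate added after 15 min RT preincubation of 10 nM Pol kappa with compound; fluorescence read at 0 and 10 min.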
POLB inh – inhibitors of human DNA polymerase beta; 340,000 tested, 1.3% active; Pol beta primer extension/strand displacement, fluorescence kinetic; AID 485314; Potency, µM (series often up to 114 µM), inactives show at the highest dose activity change, negative = inhibition, usual class: inhibitors; P06746; also: potency is read from the fitted curve at half-maximal effect; % is scaled to controls: 0 for no effect and ±100 for the full control effect
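Curves were derived by four-parameter Hill fits of normalized qHTS data. The kinetic fluorescent primer-extension read was taken at 0 and 10 min after 50 nM substrate, following a 15 min room-temperature preincubation of 10 nM enzyme with compounds.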
APE1 inh – inhibitors of human APE1 endonuclease; recombinant APE1, TAMRA/BHQ-2 abasic DNA cleavage fluorescence; Potency, µM (top dose mostly 65.8 µM), for the others: top-dose activity change, negative = inhibition, hits mostly inhibitors; 350,000 tested, 0.35% active;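 also: potency is read from the fitted curve at half-maximal effect; plate controls were vehicle for no effect and reference inhibitor for full effect; nearly all actives have a fitted effect of over 55% in size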
Target sequence (P27695 whole entry, looked up): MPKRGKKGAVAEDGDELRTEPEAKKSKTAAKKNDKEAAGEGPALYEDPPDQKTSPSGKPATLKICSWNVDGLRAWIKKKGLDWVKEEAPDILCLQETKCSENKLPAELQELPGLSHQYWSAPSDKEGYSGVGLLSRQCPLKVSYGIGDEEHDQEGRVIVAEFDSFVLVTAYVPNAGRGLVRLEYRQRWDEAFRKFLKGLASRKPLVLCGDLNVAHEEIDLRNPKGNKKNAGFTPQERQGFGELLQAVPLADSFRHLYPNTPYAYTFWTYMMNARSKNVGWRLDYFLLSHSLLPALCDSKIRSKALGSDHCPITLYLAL
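Compound pre-exposure to 0.75 nM APE1, 15 min at ambient temperature. Reaction initiated with 50 nM TAMRA/BHQ-2 THF substrate, read immediately in kinetic mode, 525 nm excitation, 598 nm emission.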
POLI inh – blocks human DNA polymerase iota activity. Pol iota fluorescent replication assay, 10 min. 390,000 tested, 1% active. Potency, µM (doses to about 115 µM), for inactives: at the top dose activity, negative = inhibition, usual class: inhibitors. AID 588590. Q9UNA4; also: potency is read from the fitted curve at half-maximal effect
Target sequence (Q9UNA4 whole entry, looked up): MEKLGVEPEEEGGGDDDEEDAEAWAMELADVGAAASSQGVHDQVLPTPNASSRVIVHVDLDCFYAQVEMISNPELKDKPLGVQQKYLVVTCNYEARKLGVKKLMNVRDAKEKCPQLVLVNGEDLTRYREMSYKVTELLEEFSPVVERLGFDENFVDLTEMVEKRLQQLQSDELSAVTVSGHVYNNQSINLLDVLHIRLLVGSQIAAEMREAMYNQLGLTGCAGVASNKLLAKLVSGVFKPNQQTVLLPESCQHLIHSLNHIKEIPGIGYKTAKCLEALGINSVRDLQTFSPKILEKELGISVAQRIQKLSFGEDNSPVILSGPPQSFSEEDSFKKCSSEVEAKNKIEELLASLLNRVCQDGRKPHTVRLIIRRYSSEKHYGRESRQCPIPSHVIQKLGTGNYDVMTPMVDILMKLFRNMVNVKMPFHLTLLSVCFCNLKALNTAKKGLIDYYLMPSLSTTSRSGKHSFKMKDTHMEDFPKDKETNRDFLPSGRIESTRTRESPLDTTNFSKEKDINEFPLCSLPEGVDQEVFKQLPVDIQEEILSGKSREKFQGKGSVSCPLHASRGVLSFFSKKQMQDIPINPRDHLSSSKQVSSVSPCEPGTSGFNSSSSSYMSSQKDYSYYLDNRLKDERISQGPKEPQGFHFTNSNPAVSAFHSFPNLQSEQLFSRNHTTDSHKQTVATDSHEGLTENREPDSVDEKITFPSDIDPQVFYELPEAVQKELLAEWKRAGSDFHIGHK
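Pol iota at 10 nM preincubated 15 min with compounds at room temperature; reaction started with fluorescent substrate, 50 nM final. Fluorescence read kinetically at 0 and 10 min; buffer-only wells as negative control.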
TRHR ag – agonists of human TRH receptor; TRHR cells, calcium flux fluo-8, FDSS agonist mode; activation, % at 2 µM; 360,000 tested, 0.18% active; in the data active = activation above about 30%; also: 0% is about no effect
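Agonist-mode FDSS calcium read (Ex 480/Em 530, 1 s cycles) in 1536-well TRHR cells with fluo-8 dye, after 10-cycle baseline and 23 nL compound addition; TRH at EC20 (10 nM final) added afterwards for the enhancer phase.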
Anesthetic bind – candidate novel general anesthetic via apoferritin binding; P02791; apoferritin/1-aminoanthracene competitive binding, fluorescence; Potency, µM (top dose mostly 77.5 µM), inactives show at the highest dose activity change, negative = displacement, hits mostly inhibitors; 350,000 tested, 0.074% active; also: potency is read from the fitted curve at half-maximal effect; % is scaled to controls: 0 for no effect and ±100 for the full control effect; nearly all actives have a fitted effect of over 20% in size
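Read-out: endpoint 1-AMA fluorescence, excitation 380 nm and emission 535 nm, after compounds sit 10 min at room temperature with 10 uM horse-spleen apoferritin in 50% saturated 1-AMA/PBS. Values come from four-parameter Hill fits.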
BLM inh – Bloom syndrome helicase (human) inhibition; P54132; recombinant BLM DNA unwinding, fluorescence dequenching; Potency, µM (top dose mostly 56.1 µM), for inactives: at the top dose activity change, negative = inhibition, hits mostly inhibitors; 350,000 tested, 0.2% active; AID 2528;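 also: potency is read from the fitted curve at half-maximal effect; plate controls were vehicle for no effect and no enzyme for full effect; nearly all actives have a fitted effect of over 35% in size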
ERG Ets-DNA blk – inhibitors of human ERG Ets domain-DNA interaction | P11308 | fluorescence polarization, His-ERG Ets domain / labelled DNA | Potency, µM (top dose mostly 76.9 µM), inactives show at the highest dose FP activity, negative = inhibition, hits mostly inhibitors | 370,000 tested, 0.028% active | AID 624246; active = well fitted inhibition curve with a large enough effect in the polarisation, with a control signal flat; inconclusive = small, poorly fitted or top-dose-only effect, or effect the other way, or a change in a side signal; inactive = no such curve, though single readings can be large or run the other way; the % refers to the polarisation;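 also: polarization taken with two DNA probes labelled with fluorescein and Texas red; potency is read from the fitted curve at half-maximal effect; % of control where 0% means no effect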
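His-tagged ERG Ets domain (1 uM in the protein solution; 300mM KCl, 50mM Tris-HCl, 1mM EDTA, 1mM DTT, pH 7.5) received compound, then a probe mix of 5 nM fluorescein-DNA and 100nM Texas-615-DNA. Fluorescence polarization was read for both dyes.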
ALOX12 inh – ALOX12 (human) lipoxygenase inhibition; AID 1671190; 580,000 tested, 1.1% active; purified 12hLO, xylenol orange hydroperoxide absorbance; P18054; Potency, µM (top dose mostly 108 µM), inactives show at the highest dose activity change, negative = inhibition, usual class: inhibitors; also: potency is read from the fitted curve at half-maximal effect; % is scaled to controls: 0 for no effect and ±100 for the full control effect
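Purified human 12hLO at 150 nM in 25 mM Hepes, 0.01% Triton X-100, pH 7.0, preincubated 15 min at room temperature with compound. Reaction started with 40 uM arachidonic acid, 30 min at room temperature. Hydroperoxide measured by Fe-xylenol orange, 573/405 nm absorbance ratio.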
The depositor's hits bear a star; ? = inconclusive; . = no result given; & = joins results of further samples; [ ] = another dose, or the depositor's remark. Unless noted, calls follow the shape of the dose curve; as a rule, active = well fitted curve in the direction sought with a large enough effect; inconclusive = small, poorly fitted or top-dose-only effect, or another doubt; inactive = no such curve, though single readings can be large; an effect the other way counts as inactive or inconclusive. Some of the compounds tested (hit frequency here may not be typical).

Results follow in this order: POLK inh, POLB inh, APE1 inh, POLI inh, TRHR ag, Anesthetic bind, BLM inh, ERG Ets-DNA blk, ALOX12 inh
Cc1cc(C)nc(/N=C2\NC(=O)CC(C(=O)O)N2c2ccc(Oc3ccccc3)cc2)n1 (centres undefined)
 : 0%, -3%, -6%, 5%, -0.1, 5%, 2%, 1%, ?
CCOC(=O)C/C(C)=N/NC(=O)c1cccs1
 : -9%, 8%, -4%, -13%, 0.0, -7%, -1%, -2%, 11%
CCc1nn(CC(=O)NCc2ccc(OC)cc2OC)c(=O)c2cc3c(OC)cccc3n12
 : 3%, 46%, ., 4%, 0.2, -11%, 2%, 5%, -19%
CCCCn1c(N)c(N(CCC(C)C)C(=O)COC(=O)c2ccco2)c(=O)[nH]c1=O
 : -4%, 2%, 1%, 21%, 0.7, -9%, -4%, -1%, 0%
O=C(N/N=C/c1cccc(OC(=O)c2ccccc2Cl)c1)c1cccnc1
 : -11%, 0%, 35%, 141%[activator], -0.8, ?, -6%, -2%, 9%
CCOc1cccc(/C=C/c2cc(C(=O)O)c3ccccc3n2)c1OC
 : -5%, 21%, 2%, -20%, 0.0, -4%, -2%, -1%, -29%
CC(=O)Nc1ccc2nc(-c3cccnc3)[nH]c2c1
 : -8%, -28%, 2%, 29%, -1.2, 3%, 3%, 5%, 9%
O=C(OCc1nnc(-c2ccccc2)o1)c1ccc(Cl)cc1
 : -3%[60.1 µM], 2%, 3%, 1%, -0.1, -21%, -8%, 2%, -4%
C[C@H](CO)N1C[C@H](C)[C@@H](CN(C)C(=O)Nc2ccc(C(F)(F)F)cc2)Oc2c(NS(=O)(=O)c3cccs3)cccc2C1=O
 : -21%, ., -5%, -15%, ., ., ., 1%, -8%
CC(=O)Oc1ccc(C(=O)Nn2cnnc2)cc1
 : -3%, ., ., 31%[activator], ., ., ., -3%, 21%
COc1ccccc1C(c1nnnn1C(C)(C)C)N1CCCCCC1 (centres undefined)
 : 5%, 10%, -3%, -12%, -1.8, ?, -2%, 5%, -33%
O=C(CSc1nccc(-c2cccs2)n1)Nc1cccc(Cl)c1Cl
 : -17%, -22%, 5%, 85%[activator], -0.3, 0%, -10%, 9%, 172%[activator]
COc1ccc(-c2cc(=NC(CC(C)C)C(=O)O)c3cc(C)ccc3o2)cc1 (centres undefined)
 : -5%, 3%, 1%, 17%, 0.0, 60%[activator], -10%, 10%, -26%
Cc1ccc(N2C(=O)C(CC(=O)Nc3ccc(F)cc3)N(Cc3ccc4c(c3)OCO4)C2=O)cc1 (centres undefined)
 : -13%, 7%, ., 14%, 0.8, 8%, -8%, 1%, ?
Cc1sc2nc(SCc3ccc(C(=O)O)cc3)n(Cc3ccco3)c(=O)c2c1C
 : -5%, ?, 3%, ?, -0.7, -10%, -10%, 8%, 3%
COc1ccccc1NC(=O)c1cc(S(=O)(=O)N2CCOCC2)ccc1Cl
 : 0%, 0%, 1%, -10%, -0.7, -16%, 3%, -2%, -12%
O=C(CCCn1c(=O)[nH]c2cc(Cl)ccc2c1=O)NCCCN1CCCC1
 : 5%, 1%, 8%, -15%, 0.4, -9%, 3%, 11%, 31%[activator]
CC(C)NC(=O)CCSc1nc(-c2ccc3c(c2)OCO3)cc(C(F)(F)F)n1
 : ?, -3%, ., ?, -0.6, -10%, -1%, 0%, -20%
COc1cc(CNCc2ccncc2)ccc1OCC(N)=O
 : -14%, ., ., -12%, ., ., ., 7%, ?
Cc1ccc(NC(=O)CCn2nc(C)c3c(C)n(-c4ccccc4)nc3c2=O)cc1Cl
 : 5%, 18%, ., 24%, -0.7, 31%[activator], 0%, -1%, -15%
Cc1cc(F)ccc1NC(=S)NC1CCCC1
 : -7%, 31%, -7%, 34%[activator], 0.2, -6%, -3%, -3%, ?
O=C(O)c1c(-c2ccc(Cl)cc2)cn2ccccc12
 : -5%, -1%, 2%, 56%[activator], -0.1, -2%, 1%, -3%[15.4 µM], ?
Cc1ccc(S(=O)(=O)NNC(=O)Nc2ccc(Cl)c(Cl)c2)cc1
 : 6%, 2%, 18%, 26%, 0.3, -5%, -4%, 0%, -26%
Cc1ccc(C(=O)NCc2ccccc2)cc1Br
 : -9%, 15%, -2%, -9%, -0.5, -18%, -2%, ., 5%
Cc1ccc(N)cc1CN1CCCC1=O
 : -1%, 19%, -4%, 3%, 0.3, 6%, -2%, 7%, 6%
O=C(c1cccnc1)N1CCN(S(=O)(=O)c2ccc3ccccc3c2)CC1
 : 1%, 17%, 5%, 13%, 0.0, 3%, 2%, -4%, -24%
CSCCC(NC(=O)c1ccc(Cl)cc1Cl)C(=O)NCc1ccccn1 (centres undefined)
 : -6%, 36%, 5%, 39%[activator], -0.3, -8%, -2%, -7%, 3%
NC(=O)CSc1nnc(-c2ccccn2)n1Cc1ccco1
 : -3%, 5%, 2%, -10%[58.9 µM], 0.4, -1%, -1%, -2%, ?
S=C(c1ccccc1)N1CCSCC1
 : -16%, 28%, -13%, 35%[activator], -0.9, -23%, -3%, 0%, .
O=S(=O)(NCc1ccccc1)NCc1ccccc1
 : -2%, 0%, 1%, 44%[activator], 0.0, -1%, -2%, 4%, -11%
c1ccc(CNC2CC3CCC2C3)cc1 (centres undefined)
 : -17%, ., ., 87%[activator], ., ., ., -1%, -1%
O=c1oc2ccccc2n1Cc1cccc(C(F)(F)F)c1
 : -8%, ., ., -13%[58.9 µM], ., ., ., 1%, 0%
O=C(Nc1ccccc1Cl)C1C(c2ccccc2)C1(Cl)Cl (centres undefined)
 : -4%, 2%, 8%, ?, 0.4, -9%, -9%, -5%, ?
Cc1ccc(NC(=O)C2CC(=O)N(c3ccccc3Cl)C2)cc1S(=O)(=O)N1CCOCC1 (centres undefined)
 : -18%, ., ., 2%, ., ., ., 14%, 17%
CC(C)(C)c1ccc(S(=O)(=O)N2CCC(N3CCCCC3)CC2)cc1
 : -6%, 4%, 11%, 145%[activator], 0.5, -4%, -1%, 9%, 1%
O=C1Nc2ccccc2/C1=N/N=C/c1cccc(O)c1
 : -16%, 9%, ?, 72%[activator], -0.5, -13%, -9%, -2%, -9%
CC(=O)c1c(C(C)=O)c(C)n(-c2ccc(N)cc2)c1C
 : -4%, 0%, -2%, 0%, 0.2, -7%, 0%, -1%, 1%
CCOC(=O)c1c(SCc2ccccc2)n[nH]c1N
 : 4%, 12%, 17%, -26%, 0.5, -6%, -4%, -1%, ?
CC1Sc2ccc(S(=O)(=O)N3CCC(C(N)=O)CC3)cc2NC1=O (centres undefined)
 : 14%, ?, 47%[activator], 26%, 0.0, -1%, 3%, 2%, 15%
CCOc1ccc(S(=O)(=O)NCc2nc3cccnc3n2Cc2ccccc2OC)cc1
 : -4%[60.1 µM], -27%, ., -6%, -0.5, -6%, 0%, 4%, -11%
O=C(OCC(=O)N1CCN(C(=O)c2ccco2)CC1)C1=COCCO1
 : -14%, 0%, -1%, -9%, 0.3, -9%, -7%, -3%, -23%
c1ccc(CCc2cn(C[C@H]3CC[C@@H]([C@@H]4CC[C@H](Cn5cc(CCc6ccccc6)nn5)O4)O3)nn2)cc1
 : -10%, 22%, 5%, 23%, -1.9, -7%, -2%, -1%, 4%
CCO[C@@H]1OC(C(=O)N2CCCCCCC2)=C[C@H](c2ccc(C(F)(F)F)cc2)[C@H]1CCCO
 : -18%, 6%, 14%, 24%, 0.2, ?, -6%, 0%, -5%
CC(=O)NC(Cc1ccccc1)C(C)=O (centres undefined)
 : 1%, 8%, 26%, 145%[activator], 0.8, 0%, -1%, 13%, 0%
CCOC(=O)C1CCCN(CC(=O)Nc2cccc(C(C)=O)c2)C1 (centres undefined)
 : -13%, -18%, 4%, 1%, -0.5, -6%, -1%, -3%, 1%
CCOC(=O)N1CCN(C(=O)CNC(=O)c2ccc(Br)cc2)CC1
 : 0%, 8%, 17%, 9%, -0.1, -8%, 1%, 1%, 460%[activator]
Clc1ccc(NC2=NCCC2)cc1Cl
 : -17%, 31%, -1%, -1%, 0.5, -10%, -9%, 5%, 292%[activator]
O=C(CNC(=O)c1ccccc1)NCC(=O)OCC(=O)c1ccccc1
 : -2%, 12%, 14%, 19%, 0.0, -8%, -7%, -1%, -10%
CC(=O)N1CCCc2cc(S(=O)(=O)N3CCC(C)CC3)ccc21
 : -14%, -13%, -1%, 25%, 0.5, -10%, 2%, 4%, 10%
CCOc1ccc(-n2c(COc3ccccc3)nnc2SCC(N)=O)cc1
 : 4%, 1%, ?, 25%, 0.3, -19%, 1%, 5%, -13%
c1ccc(C2[C@H]3CN(CC4CCCCC4)[C@H](c4ccccc4)C34CC2(c2cccnc2)C4)cc1 (some centres undefined)
 : 2%, ?, -2%&2%, -19%, -0.3, ?, -8%&-6%, -6%, ?
Cc1ccc(SCCC(=O)NNC(=O)c2ccccc2F)cc1
 : -3%, ., -9%, -4%, ., ., ., 8%, 2%
CCC(C)(C)NC(=O)C1CCN(S(=O)(=O)c2cccs2)CC1
 : -5%, 15%, ?, 28%, 0.0, -5%, 8%, 10%, -2%
CCOc1ccc(S(=O)(=O)n2cc(F)c(=O)[nH]c2=O)cc1[N+](=O)[O-]
 : -7%, 16%, 5%, -9%, -1.3, 4%, -2%, -2%, -4%
CCCCN(C(=O)/C=C/c1ccc(OC)cc1)C1CCS(=O)(=O)C1 (centres undefined)
 : -12%, ., -9%, 31%[activator], -0.2, ., ., 1%, 18%
Cc1ccc(SCc2cc(=O)[nH]c(/N=C(\N)Nc3ccc(C)c(C)c3)n2)cc1
 : -2%, 1%, -1%, 8%, 1.0, -9%, -5%, 12%, 9%
Cn1c(=O)n(CCCc2ccccc2)c(=O)c2c1nc1n2CCN1c1ccccc1
 : 1%, 1%, ., 22%, -0.2, -4%, 0%, 5%, -18%
